Bioassay records (PubChem BioAssay)
KDM5B inh – KDM5B demethylase inhibition; Q9UGL1; KDM5B demethylase, FDH-coupled NADH fluorescence (FDH is formaldehyde dehydrogenase); Potency, µM (titrated, usually from 57.7 µM), for the others: top-dose activity change, negative = inhibition, most hits filed as inhibitors; hit rate 2.6% among 220,000; AID 1347165; active means well fitted inhibition curve with a large enough effect; inconclusive means small, poorly fitted or top-dose-only effect; inactive means no such curve, though single readings can be large or run the other way; further: 0% is about no effect; nearly all actives have a fitted effect of over 70% in size
Target sequence (Q9UGL1 whole entry, looked up): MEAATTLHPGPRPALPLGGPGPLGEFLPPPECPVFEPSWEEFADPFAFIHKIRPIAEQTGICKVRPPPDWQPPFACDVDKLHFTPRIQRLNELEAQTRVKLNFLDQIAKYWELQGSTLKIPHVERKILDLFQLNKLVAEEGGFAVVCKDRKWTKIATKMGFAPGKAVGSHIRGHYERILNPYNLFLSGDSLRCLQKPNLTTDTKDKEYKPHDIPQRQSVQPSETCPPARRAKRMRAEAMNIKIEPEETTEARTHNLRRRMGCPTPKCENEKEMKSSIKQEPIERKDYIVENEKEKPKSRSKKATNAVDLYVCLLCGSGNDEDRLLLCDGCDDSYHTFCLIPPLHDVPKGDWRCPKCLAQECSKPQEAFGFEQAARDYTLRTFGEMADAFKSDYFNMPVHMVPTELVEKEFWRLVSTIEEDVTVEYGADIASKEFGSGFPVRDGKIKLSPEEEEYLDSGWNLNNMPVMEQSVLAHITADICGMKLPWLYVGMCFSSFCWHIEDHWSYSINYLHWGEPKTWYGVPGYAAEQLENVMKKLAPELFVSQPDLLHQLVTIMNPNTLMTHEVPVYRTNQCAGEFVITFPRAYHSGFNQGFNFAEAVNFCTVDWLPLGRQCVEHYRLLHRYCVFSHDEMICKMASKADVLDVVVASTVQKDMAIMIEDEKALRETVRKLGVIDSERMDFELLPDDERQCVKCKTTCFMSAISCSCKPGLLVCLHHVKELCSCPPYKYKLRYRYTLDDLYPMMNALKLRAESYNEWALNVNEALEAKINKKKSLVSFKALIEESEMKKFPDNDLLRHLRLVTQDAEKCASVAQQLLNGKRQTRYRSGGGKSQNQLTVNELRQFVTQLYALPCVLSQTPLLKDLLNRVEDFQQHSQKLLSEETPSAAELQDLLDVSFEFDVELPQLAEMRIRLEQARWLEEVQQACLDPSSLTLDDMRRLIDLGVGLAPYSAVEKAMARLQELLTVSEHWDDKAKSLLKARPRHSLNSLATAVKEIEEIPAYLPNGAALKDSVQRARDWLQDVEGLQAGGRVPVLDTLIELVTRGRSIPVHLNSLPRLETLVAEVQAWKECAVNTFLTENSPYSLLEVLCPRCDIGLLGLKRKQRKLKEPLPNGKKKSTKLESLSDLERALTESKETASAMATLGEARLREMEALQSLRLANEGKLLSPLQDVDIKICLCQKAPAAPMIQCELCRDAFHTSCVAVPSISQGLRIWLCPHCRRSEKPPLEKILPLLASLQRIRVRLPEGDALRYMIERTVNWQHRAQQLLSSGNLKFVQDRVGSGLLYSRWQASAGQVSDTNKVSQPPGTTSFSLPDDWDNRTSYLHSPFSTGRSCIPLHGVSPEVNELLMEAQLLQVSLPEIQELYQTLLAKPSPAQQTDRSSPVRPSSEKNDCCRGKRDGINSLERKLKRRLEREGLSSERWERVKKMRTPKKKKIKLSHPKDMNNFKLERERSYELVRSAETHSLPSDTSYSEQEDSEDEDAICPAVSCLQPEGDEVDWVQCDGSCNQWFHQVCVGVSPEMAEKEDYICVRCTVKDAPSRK
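Coupled FDH/NAD⁺ fluorescence readout. KDM5BΔAP 200 nM final; compound titration, 10 min RT preincubation; substrate mix 12.5 µM H3K4me3, 25 µM 2-OG, 50 µM Fe(II), 100 µM ascorbate, 0.25 mM NAD⁺, 0.25 U/mL FDH; ΔRFU over 30 min.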
The depositor's hits bear a star; & = joins results of further samples; [ ] = another dose, or the depositor's remark. Potency means the concentration at half of the fitted maximal effect.

Results for Cc1cccc(-n2nc(C)c3c2NC(=O)CC3C(=O)c2ccccc2)c1C (stereo unspecified) ?
KDM5B inh: 8%

Results for O=[N+]([O-])c1cnc2ccccn12 ?
KDM5B inh: 13%

Results for COc1ccccc1-c1noc(CCC(=O)N2CC[C@@](C)(O)[C@@H](O)C2)n1 ?
KDM5B inh: 19%

What do the screens show for `COc1ccc(CCNCC(=O)Nc2ccc(C)c(S(=O)(=O)N(C)C)c2)cc1OC`?
KDM5B inh: inconclusive

What do the screens show for `O=C(CN1CCN(c2nc(-c3cccs3)nc3ccccc23)CC1)N1CCCC1`?
KDM5B inh: 33%

Results for COC1CCOC2(CCN(C(=O)c3ccccn3)CC2)C1 (stereo unspecified) ?
KDM5B inh: 35%

What do the screens show for `COc1ccc(-c2onc(C)c2C)cc1S(=O)(=O)NCC(C)c1ccccc1` (stereo unspecified)?
KDM5B inh: -25%

How did CCOc1ccccc1NC(=O)c1ccc2[nH]c(C)c(C)c2c1 do in these assays?
KDM5B inh: inconclusive

How did O=C(CSc1ccc2c(c1)OCCCO2)c1ccc2c(c1)CCO2 do in these assays?
KDM5B inh: -27%

What do the screens show for `CC(C)(C)OC(=O)NC(C)(C)C(=O)NOCc1ccccc1`?
KDM5B inh: 4%

What do the screens show for `Cc1ccc(N2CC(C(=O)Nc3nc4ccc(S(C)(=O)=O)cc4s3)CC2=O)cc1` (stereo unspecified)?
KDM5B inh: -2%

Results for O=C(O)c1ccc(/C=C/C(=O)c2ccco2)cc1 ?
KDM5B inh: 1%

What do the screens show for `Cc1ccc2nc(NCc3ccccc3)c(C=NCc3cccnc3)c(=O)n2c1`?
KDM5B inh: -16%

Results for CCO[C@H]1CN(Cc2ccccc2OCC(=O)N2CCC(C)CC2)C[C@@H]1O ?
KDM5B inh: -28%

What do the screens show for `Cc1cc(C)n(CCC(=O)N2CCN(S(=O)(=O)c3ccccc3)CC2)n1`?
KDM5B inh: 17%

Results for Cc1ccc(CCNC(=O)c2cnc3c(-c4ccc(F)cc4)c(C)nn3c2C)cc1 ?
KDM5B inh: 6%

What do the screens show for `O=c1c2cc3c(cc2n(Cc2ccccc2)c(=O)n1Cc1nc(-c2ccccc2)no1)OCO3`?
KDM5B inh: inconclusive

Results for COc1ccc(-c2nc3c(s2)CN(C(C(=O)O)c2c[nH]c4ccc(CO)cc24)CC3)cc1OC (stereo unspecified) ?
KDM5B inh: inconclusive

What do the screens show for `O=C(COc1ccc2ccc(=O)oc2c1)N1CCCc2ccccc21`?
KDM5B inh: inconclusive

How did COc1ccc(NC(=O)Cc2coc3cc(C)c(C)cc23)cc1Cl do in these assays?
KDM5B inh: 2%

How did Cc1cc(OCC(=O)Nc2ccc(C(=O)OC(C)C)cc2)cc(C)c1Cl do in these assays?
KDM5B inh: 8%

How did CCOc1cc2c(cc1NC(=O)CCc1ccco1)OC(C)C2 (stereo unspecified) do in these assays?
KDM5B inh: 9%

Results for CCOC(=O)CSc1nc2c(c(=O)[nH]c(=O)n2C)n1Cc1ccccc1Cl ?
KDM5B inh: 12%

What do the screens show for `O=C(CCc1c[nH]c2ccccc12)N1CCN2CCS(=O)(=O)N(C3CC3)C(=O)C2C1` (stereo unspecified)?
KDM5B inh: -23%

What do the screens show for `Cn1cc(CN2CCCN(S(=O)(=O)c3ccccc3)CCC(=O)NCC2)c2ccccc21`?
KDM5B inh: inconclusive

What do the screens show for `CCCS(=O)(=O)NCCc1ncc(C)n1C(C)C`?
KDM5B inh: -15%

What do the screens show for `COc1cccc(F)c1C(C[N+](=O)[O-])c1c(N)n(C)c(=O)n(C)c1=O` (stereo unspecified)?
KDM5B inh: -17%

Results for O=C(CSc1nc2nccnc2c(=O)n1CCc1c[nH]c2ccccc12)Nc1ccc(F)cc1 ?
KDM5B inh: inconclusive

Results for CCOCCSc1nc2c(c(=O)[nH]c(=O)n2C)n1CCC(C)C ?
KDM5B inh: -19%

What do the screens show for `Cc1ccc(Cn2cnc3c(oc4ccccc43)c2=O)cc1`?
KDM5B inh: -26%

What do the screens show for `O=C1CSC(c2cccnc2)N1c1ccccc1` (stereo unspecified)?
KDM5B inh: -4%

How did Cc1ccc(CN(CC(O)COc2cccc3[nH]cc(C)c23)C(C)(C)C)cc1 (stereo unspecified) do in these assays?
KDM5B inh: -18%

What do the screens show for `COC1CN(c2cccc(F)c2)C12CCN(S(=O)(=O)Cc1ccccc1F)CC2` (stereo unspecified)?
KDM5B inh: inconclusive

Results for O=S(=O)(NCCc1ncc2ccccn12)c1ccc(Cl)cc1 ?
KDM5B inh: -14%

What do the screens show for `COc1ccc(NC(=O)c2cc3c(n2C)CCN(Cc2ccc(F)cc2)C3)cc1`?
KDM5B inh: inconclusive

What do the screens show for `COc1ccc(C)cc1NC(=O)CN(C)S(=O)(=O)c1ccc2[nH]c(=O)oc2c1`?
KDM5B inh: 3%

How did Cc1noc(C)c1-c1cc2cc(CO)oc2c(-c2cccc(OC(C)C)c2)n1 do in these assays?
KDM5B inh: 25µM*

What do the screens show for `COC(=O)Cc1c(C)c2ccc(OC3CCCCC3=O)c(C)c2oc1=O` (stereo unspecified)?
KDM5B inh: inconclusive

How did Cc1ccc(Sc2nc3c(c(=O)[nH]c(=O)n3C)n2Cc2cccc(C)c2)cc1 do in these assays?
KDM5B inh: 15%

How did O=C(O)[C@H](Cc1ccccc1)NC(=O)N1CCN(c2ccc(F)cc2)CC1 do in these assays?
KDM5B inh: -12%

How did CC1CCN(S(=O)(=O)c2cn(CC(=O)Nc3ccc(F)cc3Cl)cn2)CC1 do in these assays?
KDM5B inh: -15%

Results for NS(=O)(=O)c1ccc(NC(=S)Nc2ccccc2)cc1 ?
KDM5B inh: -6%

Results for COc1cccc(-c2nc(SCC(=O)NCc3ccccc3)c3c(=O)n(C)c(=O)n(C)c3n2)c1 ?
KDM5B inh: -17%

Results for CCNC(=O)c1cccnc1OC1CCN(C(=O)c2ccccc2C)C1 (stereo unspecified) ?
KDM5B inh: 6%

What do the screens show for `COCCN1CC2CN(C(=O)c3ccco3)CC(C1)O2`?
KDM5B inh: 16%

What do the screens show for `CCC(=O)Nc1cccc(C2OC(=O)N(Cc3ccc(C)cc3)C2C(=O)NCCOC)c1` (stereo unspecified)?
KDM5B inh: 4%

What do the screens show for `CC(=O)N1N=C(c2cc(Cl)ccc2Cl)CC1c1ccc2nccnc2c1` (stereo unspecified)?
KDM5B inh: 10%

What do the screens show for `O=C(NC1CC1)c1ccc(Cn2ccn3nc4c(c3c2=O)CCCC4)cc1`?
KDM5B inh: -27%

Results for CC(CNC(=O)Cc1n[nH]c(=O)c2ccccc12)c1ccccc1 (stereo unspecified) ?
KDM5B inh: 19%

Results for CN1CCC(N(C)CC(NC(=O)c2cccc(C(F)(F)F)c2)c2ccccc2)CC1 (stereo unspecified) ?
KDM5B inh: 25%

How did COc1ccc(C)cc1-n1c(SCC(=O)NCc2ccco2)nc2c([nH]c3ccccc32)c1=O do in these assays?
KDM5B inh: inconclusive

Results for COc1cccc(CNC(=O)[C@@H]2C[C@@H](O)CN2C2CCN(C(=O)c3ccc(C)nc3)CC2)c1 ?
KDM5B inh: -22%

How did N#CCc1cc2ccc3cccc4ccc(c1)c2c34 do in these assays?
KDM5B inh: inconclusive

Results for CN(C(=O)Cn1ccn2nc3c(c2c1=O)CCCC3)C1CCCCC1 ?
KDM5B inh: -8%

How did Cc1cc(C)cc(NC(=O)N2c3ccccc3NC(=O)CC2C)c1 (stereo unspecified) do in these assays?
KDM5B inh: 21%

How did O=C(NCc1ccco1)C1c2ccccc2C(=O)N(C2CCCCC2)C12CCCCC2 (stereo unspecified) do in these assays?
KDM5B inh: -2%

Results for CCNC(=O)c1ccc(CSc2nc3ccncc3n2Cc2ccc(F)cc2)cc1 ?
KDM5B inh: 0%

Results for CNC(=O)c1cccc(-c2cnc3[nH]cc(CC(=O)Nc4ccccc4C)c3c2)c1 ?
KDM5B inh: -4%[86.2 µM]

What do the screens show for `O=[N+]([O-])c1ccc2[nH]c3c(c2c1)CCC/C3=N\O`?
KDM5B inh: 17%

What do the screens show for `COC(=O)c1cccc2c1-c1ccccc1C2=O`?
KDM5B inh: 20%

Among those listed so far, three have a COOH group:
Results for O=C(O)c1ccc(/C=C/C(=O)c2ccco2)cc1 ?
KDM5B inh: 1%

Results for COc1ccc(-c2nc3c(s2)CN(C(C(=O)O)c2c[nH]c4ccc(CO)cc24)CC3)cc1OC (stereo unspecified) ?
KDM5B inh: inconclusive

How did O=C(O)[C@H](Cc1ccccc1)NC(=O)N1CCN(c2ccc(F)cc2)CC1 do in these assays?
KDM5B inh: -12%

The main list resumes, starting 2 compounds before the break.
What do the screens show for `O=[N+]([O-])c1ccc2[nH]c3c(c2c1)CCC/C3=N\O`?
KDM5B inh: 17%

What do the screens show for `COC(=O)c1cccc2c1-c1ccccc1C2=O`?
KDM5B inh: 20%

What do the screens show for `O=C(O)c1cc(N2CCOCC2)ccn1`?
KDM5B inh: 7%

How did COc1ccc(NC(=O)Cn2c(N3CCCCC3)nc(C)c(C)c2=O)cc1Cl do in these assays?
KDM5B inh: -19%

Results for C=CCNC(=O)C1CC(=O)N(c2ccc(OCC(=O)Nc3c(C)cccc3C)cc2)C1 (stereo unspecified) ?
KDM5B inh: inconclusive

Results for Cn1cc(C(=O)c2ccc(Cl)cc2Cl)cc1C(=O)N/N=C(\N)COc1ccc(Cl)cc1 ?
KDM5B inh: -29%

How did N#Cc1ccc(CNc2ccccc2C(N)=O)cc1 do in these assays?
KDM5B inh: inconclusive

How did O=[S+]1([O-])NC2(CCCN(Cc3ccsc3)C2)CNc2ccccc21 (stereo unspecified) do in these assays?
KDM5B inh: 6%

Results for Cc1ccc(-n2c(COCC(=O)O)nc3cccnc32)cc1 ?
KDM5B inh: inconclusive

How did Cc1cc(=O)n(CC(=O)Nc2ccc(F)cc2F)c(-c2ccc(F)cc2)n1 do in these assays?
KDM5B inh: -7%

How did O=C(Cc1ccccc1)Nc1ccc(N2CCOCC2)c(Cl)c1 do in these assays?
KDM5B inh: -3%

How did COc1ccc(CNC(=O)CN2C(=O)NC(c3ccccc3Cl)C3=C2COC3=O)cc1 (stereo unspecified) do in these assays?
KDM5B inh: 19%

Results for COc1ccc(N2C(=O)C3(CCCCC3)C2C(=O)N2CCN(CC(C)C)CC2)cc1 (stereo unspecified) ?
KDM5B inh: -6%

What do the screens show for `CC[Si](C)(CC)COC(=O)CCC[N+](C)(C)C`?
KDM5B inh: 6%

How did COc1ccc(C2c3cc(OC)c(OC)cc3CCN2C(=O)c2cccc([N+](=O)[O-])c2)cc1OC (stereo unspecified) do in these assays?
KDM5B inh: 12%

Results for N#C/C(=C\c1ccc(-c2ccccc2Cl)o1)c1ccc(F)cc1 ?
KDM5B inh: 8%

How did Cc1nc2cc(F)ccc2cc1C(=O)NCC1CCCCC1 do in these assays?
KDM5B inh: 15%

Random excerpt: four compounds from above, in no set order.
What do the screens show for `O=C(O)c1cc(N2CCOCC2)ccn1`?
KDM5B inh: 7%

What do the screens show for `COc1ccc(CCNCC(=O)Nc2ccc(C)c(S(=O)(=O)N(C)C)c2)cc1OC`?
KDM5B inh: inconclusive

Results for COC1CCOC2(CCN(C(=O)c3ccccn3)CC2)C1 (stereo unspecified) ?
KDM5B inh: 35%

How did O=C(Cc1ccccc1)Nc1ccc(N2CCOCC2)c(Cl)c1 do in these assays?
KDM5B inh: -3%

More results:
How did c1ccc(-c2nnc([C@H]3CCN(C4CCOCC4)C3)o2)cc1 do in these assays?
KDM5B inh: -20%[86.2 µM]

How did Cn1nc(C(=O)N2CC(C)(C)C(C)(O)C2)cc1-c1cccs1 (stereo unspecified) do in these assays?
KDM5B inh: -15%

How did CCCNC(=O)COC(=O)Cc1nn(C)c(=O)c2ccccc12 do in these assays?
KDM5B inh: 13%

How did Cc1noc(Cn2c(=O)c3ccccc3n(CC(=O)Nc3cccc(Cl)c3C)c2=O)n1 do in these assays?
KDM5B inh: -28%

Results for Cc1ccccc1NC(=O)Cn1ccn2nc3c(c2c1=O)CCCCC3 ?
KDM5B inh: inconclusive

Results for CNC(=O)N1C[C@@H](CN(C)C)[C@H](NC(=O)C2(c3ccc(OC)cc3)CC2)C1 ?
KDM5B inh: 3%

What do the screens show for `Cc1ccc2oc(-c3cc(NC(=O)c4cccs4)cc(C)c3O)nc2c1`?
KDM5B inh: -3%

How did O=C(c1cccc(CC2CCNCC2)c1)N1CCOCC(O)C1 (stereo unspecified) do in these assays?
KDM5B inh: -16%

What do the screens show for `O=C(CSc1nc2c(c(=O)[nH]1)CN(Cc1ccc3c(c1)OCO3)CC2)Nc1cc(F)ccc1F`?
KDM5B inh: 9%&-23%

What do the screens show for `NC(=O)CNC(=O)C1=C[C@@H](NC(=O)Cc2cccs2)[C@@H](O)[C@H](O)C1`?
KDM5B inh: -16%[86.2 µM]

What do the screens show for `COC(=O)c1ccc(NC(=O)C(=O)NCCc2csc3nc(-c4ccccc4F)nn23)cc1`?
KDM5B inh: 9%

Results for Fc1ccc(Nc2c(-c3ccco3)nc3ccccn23)cc1 ?
KDM5B inh: inconclusive

What do the screens show for `CCCOCCN1CCN(c2nc(CCN)nc3ccccc23)CC1`?
KDM5B inh: -5%

Results for COc1ccc(C)cc1-n1nnnc1SCC(=O)N1CCN(CC(=O)N2CCCC2)CC1 ?
KDM5B inh: inconclusive

A portion of the library. The share of hits here may be higher or lower than overall.
